Source: PubChem BioAssay
12-LOX inh: inhibitors of human 12S-lipoxygenase ALOX12. P18054. purified 12hLO, xylenol orange hydroperoxide absorbance. Potency, µM (doses to about 108 µM), without a hit: at the top dose activity change, negative = inhibition, hits mostly inhibitors. 580,000 compounds, 1.1% hits. AID 1671190; active means well fitted inhibition curve with a large enough effect; inconclusive means small, poorly fitted or top-dose-only effect, or another doubt; inactive means no such curve, though single readings can be large or run the other way
Target sequence (P18054 whole entry, looked up): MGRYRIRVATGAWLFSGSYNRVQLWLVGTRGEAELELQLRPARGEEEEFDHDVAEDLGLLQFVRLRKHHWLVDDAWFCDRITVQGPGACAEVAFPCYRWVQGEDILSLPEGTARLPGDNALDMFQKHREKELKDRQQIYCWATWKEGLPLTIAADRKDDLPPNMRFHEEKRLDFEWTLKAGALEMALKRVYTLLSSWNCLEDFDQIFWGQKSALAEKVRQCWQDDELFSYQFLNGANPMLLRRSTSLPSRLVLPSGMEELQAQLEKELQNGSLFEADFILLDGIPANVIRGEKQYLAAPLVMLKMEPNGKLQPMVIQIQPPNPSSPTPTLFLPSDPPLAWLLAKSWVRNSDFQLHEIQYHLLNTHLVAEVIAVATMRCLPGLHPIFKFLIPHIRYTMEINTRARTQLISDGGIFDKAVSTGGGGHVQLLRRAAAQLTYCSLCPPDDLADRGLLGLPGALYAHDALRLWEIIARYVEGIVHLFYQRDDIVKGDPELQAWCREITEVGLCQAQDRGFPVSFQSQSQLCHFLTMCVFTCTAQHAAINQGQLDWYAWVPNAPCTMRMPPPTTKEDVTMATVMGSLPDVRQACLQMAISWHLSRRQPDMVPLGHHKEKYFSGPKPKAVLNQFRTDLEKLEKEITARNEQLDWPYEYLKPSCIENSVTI
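Purified human 12hLO (150 nM final) in 25 mM Hepes, 0.01% Triton X-100, pH 7.0 was preincubated 15 min at room temperature with compound. Then 40 uM arachidonic acid was added, 30 min. Hydroperoxide was read by Fe-XO absorbance ratio 573/405 nm.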
* = called active by the depositor; ? = inconclusive; ! = not active in a repeat; [ ] = another dose, or the depositor's remark. On the % scale 0 is the no-effect control and ±100 the full control effect; potency means the concentration at half of the fitted maximal effect.

Molecule	12-LOX inh
COC(=O)[C@@H](CCSC)NC(=O)Nc1ccc(OC)c(Cl)c1	?
C/C(CCc1oc2ccc(C)cc2c1-c1ccc(C)o1)=N\O	39.8µM*!
Cc1ccc(CN2CCc3nc(N4CCOCC4)[nH]c(=O)c3CC2)cc1C	12.2%
Cn1cc2c3c(cccc31)CN(C(=O)C1CC1)CC2	21.2%
CC(NCc1cccc(Oc2nnnn2-c2ccccc2)c1)c1ccccc1 (stereo not drawn)	-22.6%
COCCOCC1(CNC(=O)Nc2cccnc2)C[C@@H](O)[C@@H](O)C1 (stereo partly drawn)	?
O=C(c1ccc(F)c(F)c1)N1C[C@@H](CO)[C@H](c2nc(C3CC3)no2)C1	3.6%
O=C(O)COc1ccc(C(=O)/C=C/c2ccc(Cl)cc2Cl)cc1	?
O=C(Cc1ccccn1)N1CCC(N2CC3CCCN3C2=O)CC1 (stereo not drawn)	4.5%[176 µM]
CCNC(=O)NC(=O)C(C)N(C)Cc1cccs1 (stereo not drawn)	?
O=C(c1cccc(Cn2cccn2)c1)N1CCn2nc(C(=O)N3CCCC3)cc2C1	20.6%
COc1ccc(C(=O)N2CCCC(CN3CCOCC3)CC2)cc1OC (stereo not drawn)	-2.5%
O=C(CN1C(=O)NC2(CCS(=O)(=O)CC2)C1=O)Nc1cc(F)cc(F)c1	18.0%
Cc1ncsc1CCCNc1nc(-c2ccccn2)nc2c1CCNCC2	69.7%[activator]
CC1(C)[C@H](Cc2cc(COc3ccccc3)on2)C[C@@H]1NC(=O)C1CCCC1	-6.3%[176 µM]
CC[C@]1(O)C[C@@H]2CN(CCc3c([nH]c4ccccc34)[C@](C(=O)OC)(c3cc4c(cc3OC)N(C=O)[C@H]3[C@@](O)(C(=O)OC)[C@H](C(=O)OC)[C@@]5(CC)C=CCN6CC[C@]43[C@H]65)C2)C1	?
CC(C)c1noc(-c2cn(C3CCN(C(=O)c4ccc(F)cc4Cl)C3)nn2)n1 (stereo not drawn)	6.4%
COc1ccc(CCNC(=O)CSc2nc(Cl)nc3nc[nH]c23)cc1	-4.7%
N#Cc1ccccc1CN1CCNc2nc(COc3cccc(N4CCOCC4)c3)n(Cc3ccccc3)c2C1=O	7.6%
CCSc1nnc(-c2nn(C)c3c2CN(S(=O)(=O)c2ccc4c(c2)CCC4)CC3)n1C	?
CCCCS(=O)CSc1nc(-c2cccs2)cc(-c2ccccc2)c1C#N (stereo not drawn)	?
Cc1cc2cccc(-c3nc(C4CCOC4)no3)c2o1 (stereo not drawn)	5.1%
CC(=O)c1ccc(NC(=O)N[C@@H]2C=C(C(=O)N[C@H](C)C(N)=O)C[C@@H](O)[C@@H]2O)cc1	18.7%[176 µM]
COc1ccc(NC(=O)Cn2cnnn2)c(NC(=O)C(C)C)c1	0.2%
CCCCCCCn1c(SC(CC)C(=O)OCC)nc2c1c(=O)[nH]c(=O)n2C (stereo not drawn)	?
COc1cc2c(cc1OC)CN(Cc1cc(=O)c(OCc3cccc(Cl)c3)co1)CC2	2.5%
O=c1cc(CN2CCN(Cc3ccccc3)CC2)c2cc(O)c(-c3ccccc3)cc2o1	?
c1cc(-c2cc3c(ccn3Cc3ccncc3)c(N3CCOCC3)n2)c2cn[nH]c2c1	64.3%[activator][176 µM]
Cc1nc(-c2cccc(Cl)c2)n(CC(=O)Nc2ccc3c(c2)OCO3)c(=O)c1CCO	?
CCOc1ccccc1C(=O)N1CCC2(CC1)NC(=O)N(c1ccccc1)N2	?
Cc1cc(OCc2nn[nH]n2)c2c(C)cc(=O)oc2c1	?
O=C(NCc1ccccc1)NC[C@H]1Cn2c(-c3ccc4c(c3)OCO4)cnc2CO1	45.8%[activator][176 µM]
Cc1ccc(CN(C)C(=O)c2sc3nc(C(C)(C)C)nc(C)c3c2C)o1	?
Cc1ccccc1-c1noc(-c2ccc(NC(C)c3cnn(C)c3)nc2)n1 (stereo not drawn)	22.4%
CCc1ncc(CN2CCCC(C(=O)Nc3ccccc3-c3ccc(OC)cc3)C2)cn1 (stereo not drawn)	9.5%
CC(C)CCNC(=S)Nc1cccc(C(F)(F)F)c1	?
CCn1ccc(C(=O)N2CCN(c3cc(-c4ccc(Cl)cc4)[nH]n3)CC2)n1	52.1%[activator]
COc1ccc(CNC(=O)CSc2nnc(C)n2C2CC2)cc1	-10.6%
C[C@H]1CC(=O)[C@@]23COC4OC(c5ccoc5)CC41[C@@H]2CCCC31CO1 (stereo partly drawn)	-1.0%
COCCN1C(=O)[C@H]2C[C@@]13O[C@H](c1ccccn1)N=C3CC1c3ccccc3C[C@@]12C (stereo partly drawn)	12.3%
COc1cccc(CNC2CCCCCC2)c1OC	?
O=C(C1CCCC1)N1CCC2(CC1)CC(N(Cc1ccccc1)C1CC1)CCO2 (stereo not drawn)	7.9%
Cc1cc(C)c(S(=O)(=O)NCCO)c(C)c1	3.5%
CC(C)(C)c1ccc(C(=O)Nc2ccc(C(O)[C@H]3COCC(=O)N3)cc2)cc1 (stereo partly drawn)	-17.4%[176 µM]
COc1ccc(CN[C@H]2[C@H](O)[C@H](O)C[C@@H]2c2ccccc2)cc1	56.5%[activator][176 µM]
CCSc1nc2c(c(=O)[nH]c(=O)n2C)n1Cc1ccccc1Cl	31.6µM*
O=C(Nc1ccccc1C(F)(F)F)c1ccc(Cl)c(Cl)c1	3.1%
COc1ccc(C(=O)C(C)C(=O)c2ccc(OC)cc2)cc1	-28.7%
COc1ccc(C(=O)N2CCC[C@H]2c2nc(-c3ccc(OC)c(OC)c3)no2)c(OC)c1	25.0%
C[C@@H](NC(=O)C[C@@H]1c2nc(-c3cccnc3)sc2C[C@@H]2[C@](C)(CO)[C@H](O)CC[C@]21C)c1ccccc1	2.8%
C1=CCC(c2nc(C3CCOCC3)nn2-c2cccnc2)C1	87.4%[activator]
COC(=O)[C@H]1CCCN1C(=O)[C@@H]1C[C@H](NC(=O)NC(C)C)CN1C(=O)c1cccn1C	3.6%[176 µM]
Cc1ccc2c(n1)N(C)[C@H](CO)CCN(Cc1cccc3c1OCO3)C2	-19.2%[176 µM]
Cc1cc(C)nc(NC(=O)c2csc3ccccc23)n1	-3.5%
CCOc1ccc(NC(C)=O)c(N)c1	?
Cc1cc(C)nc(NC(=O)Nc2cccc(Cl)c2)n1	-10.8%
CC(C)c1ccc([S+](=O)([O-])c2nnn3c2nc(N2CCC(F)CC2)c2ccccc23)cc1	3.5%[6.33 µM]
O=C(c1n[nH]c2c1CCCCCC2)N1CCC(c2nc(C3CCOCC3)no2)C1 (stereo not drawn)	38.7%[activator]
Cc1nc2ccccc2nc1SC(C)C(=O)N(C)Cc1ccccc1 (stereo not drawn)	-0.3%
CCc1ccccc1NC(=O)N1CCC2(CC1)C(=O)N(CC(=O)N(C)C)CN2c1ccccc1	40.3%[activator]

Further compounds
Molecule	12-LOX inh
CC(C)(Oc1ccc2c(c1)CCC2)C(=O)N1CCC2(CC(=O)NC2=O)C1 (stereo not drawn)	46.1%[activator]
CCS(=O)(=O)N1CCCC(C(=O)Nc2ccccc2Oc2cccnc2)C1 (stereo not drawn)	27.4%
O=C(Nc1ccccc1)N1CCCC(c2nc(CCOCC3CCCC3)no2)C1 (stereo not drawn)	50.3%[activator]
CC(C)(C)NC(=O)CSc1nc(-c2ccco2)nc2ccccc12	-3.7%
CCn1nc(C(=O)OCC(=O)Nc2ccc3c(c2)OC(F)(F)O3)c2ccccc2c1=O	-1.2%
CCc1noc(-c2cn(C3CCN(C(=O)c4cccc(OC)c4)C3)nn2)n1 (stereo not drawn)	-6.7%
COc1ccccc1C(=O)Nc1ccnn1C1CCN(C(=O)C2CCCO2)CC1 (stereo not drawn)	0.1%
O=C(CSc1nc2c(c(=O)n1-c1ccc(Br)cc1)SCC2)N1CCCCCC1	19.5%
CCc1nc(-c2c3n(c(=O)n(CC(=O)NCc4ccccc4)c2=O)CCCC3)no1	?
CCC(=O)N(C1CCOCC1)C1CCN(S(=O)(=O)c2ccc(C(C)C)cc2)CC1	12.1%
Cc1[nH]c2ccc(F)cc2c1CCNC(=S)NC(C)(C)C	?
CC(=O)Nc1ccc(NC(=O)C2(C)CC2(Cl)Cl)cc1Cl (stereo not drawn)	11.8%
Cc1cccc(-c2noc([C@@H]3Cc4nc[nH]c4CN3C(=O)c3ccc(-c4ccccc4)cc3)n2)c1	51.6%[activator]
Cc1ccc2c(CSc3ncn[nH]3)cc(=O)oc2c1C	2.3%
O=C(CSc1ncnc2nc[nH]c12)NCc1ccccc1Cl	3.4%
CCn1nc(C(=O)NC(c2cccs2)C(C)C)c2ccccc2c1=O (stereo not drawn)	?
COc1ccc([C@@H](NC(=O)c2ccc3cccc(F)c3n2)C2CC(O)C2)cn1 (stereo partly drawn)	3.4%
C=CCOC(=O)/C(C#N)=C\c1cc2ccccc2nc1N1CCOCC1	?
O=C(c1cccnc1)N1CCC(OC2CCN(Cc3ccccc3)CC2)CC1	81.9%[activator]
Cc1cc(C)n(CC(=O)N2CCC(c3nc(CCOc4ccc(F)cc4)no3)C2)n1 (stereo not drawn)	19.1%
COCCCN1C(=O)CC[C@H]2CN(C(=O)c3scnc3C)CC[C@H]21	74.3%[activator]
COC[C@@H]1CN(C(=O)c2ccccc2OC)C[C@H]1c1ccccn1	29.1%
COc1ccc2c3c(n(C)c2c1)[C@@H](CO)N(C(=O)Cc1ccccn1)CC31CCN(C)CC1	?
CCc1ccc(NC(=O)Cc2nc(-c3[nH]c(C)c(C(C)=O)c3C)cs2)cc1	?
CCCN(C(=O)C(=O)c1c[nH]c2ccccc12)c1ccc(F)cc1	?
COC(=O)[C@]12C[C@H](CC(=O)N3CCOCC3)C(=O)N(Cc3ccccc3)C1=C[C@H](C1CCCC1)O[C@@H]2C	-10.1%
Cc1cc(C(=O)N2C[C@@H](Oc3ccccc3)C[C@H]2C(=O)N2CCCC2)n(C)n1	15.1%
CC(C)CCn1c(N2CCN(Cc3c(F)cccc3Cl)CC2)nc2c1c(=O)[nH]c(=O)n2C	?
O=S(=O)(c1ccc(Br)s1)N1CCOc2ccc(COCc3ccccc3)cc2C1	0.2%
CCOC(=O)c1cc(NC(=O)c2cc(Br)cc(C)c2OC)ccc1N1CCOCC1	?

Continued.
Compound | 12-LOX inh
Cc1ccc(C)n1C1C(=O)N(C)c2ccc(F)cc21 (stereo not drawn) | ?
CCOc1ccccc1N1CCN(C(=O)CN2CC3CC(C2)[C@H]2CCCC(=O)N2C3)CC1 (stereo partly drawn) | 6.7%
COc1cc(CN2CCCC3(C2)CN(C)C(=O)O3)ccc1OCC(N)=O (stereo not drawn) | 37.2%[activator]
CC(=O)N1CCN(C(=O)c2ccccc2N2CCOCC2)CC(O)C1 (stereo not drawn) | 92.7%[activator]
CCC(NC(=O)C1CCOC1)C12CC3CC(CC(C3)C1)C2 (stereo not drawn) | -0.1%
C#CCn1c(O)c(/C=C2/C=Nc3ccccc32)sc1=O | -3.3%
CCN(CC)Cc1cnc2c(C(=O)N[C@H](C(N)=O)C(C)C)cnn2c1 | 21.4%
Cc1cccc(C(=O)C(Cl)C(=O)c2cccc(C)c2)c1 | ?
CNC(=O)C(C)(C)N1CCC[C@H]1C(=O)N1CCCC1 | ?
O=C(Nc1ccc2c(c1)OCO2)C1CCN(C(=O)c2n[nH]c(=O)c3ccccc23)CC1 | -4.9%
CCOc1ccccc1C1NC(=O)N(CC(=O)N(C)c2cccc(C)c2)C2=C1C(=O)OC2 (stereo not drawn) | 1.1%
Cc1ccc(NC(=O)NCc2c(C)nn(C)c2C)cc1C | -3.2%
COc1cccc(N2C(=O)NC(=NC3CCCCC3)C23CCCN([S+](=O)([O-])c2cccc(C(F)(F)F)c2)C3)c1 (stereo not drawn) | ?
O=C(Nc1ccccc1-c1ccccc1)c1ccccc1C(F)(F)F | -3.9%
CCOc1ccc(C2Cn3nnc(-c4nc(-c5ccccc5Br)no4)c3CO2)cc1 (stereo not drawn) | 20.9%
COC(=O)[C@@H]1Cc2c([nH]c3ccccc23)[C@H]2C[C@@H](N3CCOCC3)C[C@@H](c3ccc(OC(F)(F)F)cc3)N21 | -4.2%
O=C1N[C@@H]2CCN(C(=O)c3ccc(C(F)(F)F)cc3)[C@@H]2C(=O)N1c1ccc(Oc2ccccc2)cc1 | ?

Ordered by formula weight (smallest number first): seven of the compounds above.
Compound | 12-LOX inh
COC[C@@H]1CN(C(=O)c2ccccc2OC)C[C@H]1c1ccccn1 | 29.1%
COC(=O)[C@@H](CCSC)NC(=O)Nc1ccc(OC)c(Cl)c1 | ?
COc1ccc(CCNC(=O)CSc2nc(Cl)nc3nc[nH]c23)cc1 | -4.7%
c1cc(-c2cc3c(ccn3Cc3ccncc3)c(N3CCOCC3)n2)c2cn[nH]c2c1 | 64.3%[activator][176 µM]
COc1cc2c(cc1OC)CN(Cc1cc(=O)c(OCc3cccc(Cl)c3)co1)CC2 | 2.5%
Cc1cccc(-c2noc([C@@H]3Cc4nc[nH]c4CN3C(=O)c3ccc(-c4ccccc4)cc3)n2)c1 | 51.6%[activator]
CCOC(=O)c1cc(NC(=O)c2cc(Br)cc(C)c2OC)ccc1N1CCOCC1 | ?

Looked up by compound from above:
Compound | 12-LOX inh
CC(=O)N1CCN(C(=O)c2ccccc2N2CCOCC2)CC(O)C1 (stereo not drawn) | 92.7%[activator]
O=C(Nc1ccccc1-c1ccccc1)c1ccccc1C(F)(F)F | -3.9%
CCOc1ccccc1N1CCN(C(=O)CN2CC3CC(C2)[C@H]2CCCC(=O)N2C3)CC1 (stereo partly drawn) | 6.7%
Cc1ccc(C)n1C1C(=O)N(C)c2ccc(F)cc21 (stereo not drawn) | ?

Some of the compounds tested (hit frequency here may not be typical).
